PGK inhibitor – qHTS Assay to Find Inhibitors of Phosphoglycerate Kinase; PGK/GAPDH coupled, Kinase-Glo luminescence, 60 min; Phosphoglycerate kinase, glycosomal (Trypanosoma brucei brucei), P07378; AID 602233, 2012; hit rate 0.043% among 380,000; Potency, µM (titrated, usually from 57.5 µM), for the others: top-dose activity change, negative = inhibition, actives largely listed as inhibitors; note: % is set by controls: 0 for no effect and ±100 for the full control effect; nearly all actives have a fitted effect of over 60% in size
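Recombinant glycosomal PGK reaction used 1,3-bisphosphoglycerate generated in-well by GAPDH (100nM final) in 100mM TEA pH 7.6, 5mM MgCl2, 0.01% Tween-20. After 60 minutes at room temperature, ATP was read by Kinase-Glo Plus luminescence end-point.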
JMJD2A Tudor inh – qHTS Assay for Inhibitors of JMJD2A-Tudor Domain. Potency, µM (highest dose often 114 µM), without a hit: at the highest dose activity change, negative = inhibition, hits mostly inhibitors. hit rate 4.4% among 390,000. AlphaScreen JMJD2A-Tudor / H3K4me3 peptide binding. Lysine-specific demethylase 4A (Homo sapiens), O75164; note: % is set by controls: 0 for no effect and ±100 for the full control effect; nearly all actives have a fitted effect of over 50% in size
Pin1 inh – qHTS Assay to Find Inhibitors of Pin1. hit rate 0.009% among 390,000. Potency, µM (highest dose often 115 µM), without a hit: at the top dose activity, negative = inhibition, hits mostly inhibitors. Pin1 FP peptide displacement, HiFluor488, 10 min. Peptidyl-prolyl cis-trans isomerase NIMA-interacting 1 (Homo sapiens), Q13526; active = well fitted inhibition curve with a large enough effect in the polarisation, with a control signal flat, not every such curve was filed as active; inconclusive = small, poorly fitted or top-dose-only effect, or effect the other way, or a change in a side signal; inactive = no such curve, though single readings can be large or run the other way; the % refers to the polarisation; note: % is set by controls: 0 for no effect and ±100 for the full control effect
Target sequence (Q13526 whole entry, looked up): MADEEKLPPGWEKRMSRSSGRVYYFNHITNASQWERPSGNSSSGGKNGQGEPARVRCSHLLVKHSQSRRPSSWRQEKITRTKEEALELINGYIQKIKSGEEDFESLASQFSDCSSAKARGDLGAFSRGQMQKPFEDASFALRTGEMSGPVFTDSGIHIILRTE
HP1b binding inh – HTS for Inhibitors of HP1-beta Chromodomain Interactions with Methylated Histone Tails; Chromobox protein homolog 1 (Homo sapiens), P83916; AlphaScreen HP1-beta / biotin-H3K9me3 peptide binding; Potency, µM (titrated, usually from 114 µM), for inactives: at the highest dose activity change, negative = inhibition, hits mostly inhibitors; hit rate 0.56% among 390,000; AID 540317, 2011; note: nearly all actives have a fitted effect of over 70% in size; inactives centre near 23
Target sequence (P83916 whole entry, looked up): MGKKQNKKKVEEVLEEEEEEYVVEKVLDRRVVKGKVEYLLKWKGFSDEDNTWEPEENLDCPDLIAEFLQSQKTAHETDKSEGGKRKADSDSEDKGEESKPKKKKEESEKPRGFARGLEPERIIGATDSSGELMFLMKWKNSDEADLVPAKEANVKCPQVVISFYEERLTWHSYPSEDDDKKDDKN
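AlphaScreen: HP1-beta (50 nM) preformed 30 min with biotin-H3(1-18)K9me3 peptide (50 nM) in PBS pH 7.4, 0.01% Tween-20. Compound added for 30 min at RT, then streptavidin donor/nickel chelate acceptor beads (10 ug/mL) for 30 min.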
TrxR1 inh – qHTS Assay for Inhibitors of Mammalian Selenoprotein Thioredoxin Reductase 1 (TrxR1): qHTS; hit rate 1% among 390,000; recombinant rTrxR1, NADPH fluorescence consumption, selenite substrate; Potency, µM (top dose mostly 114 µM), without a hit: at the highest dose activity change, negative = inhibition, actives largely listed as inhibitors; note: % is set by controls: 0 for no effect and ±100 for the full control effect; nearly all actives have a fitted effect of over 65% in size
Target sequence (O89049 whole entry, looked up): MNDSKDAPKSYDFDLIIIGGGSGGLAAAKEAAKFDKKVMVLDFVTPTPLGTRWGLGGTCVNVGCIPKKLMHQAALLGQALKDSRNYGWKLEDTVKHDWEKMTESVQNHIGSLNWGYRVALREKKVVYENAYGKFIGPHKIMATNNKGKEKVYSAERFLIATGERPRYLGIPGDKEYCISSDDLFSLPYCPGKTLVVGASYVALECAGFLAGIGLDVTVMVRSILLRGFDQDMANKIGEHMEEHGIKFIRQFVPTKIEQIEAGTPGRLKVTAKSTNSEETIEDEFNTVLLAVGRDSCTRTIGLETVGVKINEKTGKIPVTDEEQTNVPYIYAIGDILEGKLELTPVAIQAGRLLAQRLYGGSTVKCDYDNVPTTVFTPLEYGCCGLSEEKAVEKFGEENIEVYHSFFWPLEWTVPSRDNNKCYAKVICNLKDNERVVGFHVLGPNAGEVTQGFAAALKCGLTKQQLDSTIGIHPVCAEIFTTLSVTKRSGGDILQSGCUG
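Rat TrxR1 (90 nM in the dispensed reagent) was pre-reduced with 400 uM NADPH for 5 min at room temperature, then incubated with compound for 15 min. After 400 uM selenite was added, NADPH fluorescence (Ex 340/Em 450 nm) was followed for 8 min.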
GLS inhibitor – qHTS for Inhibitors of Glutaminase (GLS); Glutaminase kidney isoform, mitochondrial (Homo sapiens), O94925; GLS enzymatic activity, qHTS titration; Potency, µM (titrated, usually from 45.5 µM), for the others: top-dose activity change, negative = inhibition, actives largely listed as inhibitors; hit rate 0.21% among 410,000; note: % is set by controls: 0 for no effect and ±100 for the full control effect
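Read-out is an Amplex red fluorescence increase coupled through glutamate oxidase and HRP, measured before and after 30 min room-temperature incubation. hKGA is in 45 mM KH2PO4 (pH 8.2) with 0.02% Tween-20; glutamine added as 1mM solution.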
12-LOX inh – Primary qHTS assay for inhibitors of human arachidonate 12S-lipoxygenase (ALOX12): Round 2; Polyunsaturated fatty acid lipoxygenase ALOX12 (Homo sapiens), P18054; purified 12hLO, xylenol orange hydroperoxide absorbance; Potency, µM (titrated, usually from 108 µM), inactives show at the top dose activity change, negative = inhibition, actives largely listed as inhibitors; hit rate 1.1% among 580,000; AID 1671190, 2021; note: % is set by controls: 0 for no effect and ±100 for the full control effect
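Purified human 12hLO (150 nM final) in 25 mM Hepes, 0.01% Triton X-100, pH 7.0 was preincubated 15 min at room temperature with compound. Then 40 uM arachidonic acid was added, 30 min. Hydroperoxide was read by Fe-XO absorbance ratio 573/405 nm.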
ERG-DNA inh – qHTS for Small Molecule Inhibitors of the ERG Ets/DNA interaction. AID 624246, 2012. fluorescence polarization, His-ERG Ets domain / labelled DNA. Transcriptional regulator ERG (Homo sapiens), P11308. hit rate 0.028% among 370,000. Potency, µM (doses to about 76.9 µM), for inactives: at the highest dose FP activity, negative = inhibition, most hits filed as inhibitors; active = well fitted inhibition curve with a large enough effect in the polarisation, with a control signal flat; inconclusive = small, poorly fitted or top-dose-only effect, or effect the other way, or a change in a side signal; inactive = no such curve, though single readings can be large or run the other way; the % refers to the polarisation;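 note: polarization taken with two DNA probes labelled with fluorescein and Texas red; % of control where 0% means no effect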
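His-tagged ERG Ets domain (1 uM in the protein solution; 300mM KCl, 50mM Tris-HCl, 1mM EDTA, 1mM DTT, pH 7.5) received compound, then a probe mix of 5 nM fluorescein-DNA and 100nM Texas-615-DNA. Fluorescence polarization was read for both dyes.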
RGS4 inh – Inhibitors of Regulator of G Protein Signaling (RGS) 4: qHTS | Regulator of G-protein signaling 4 (Homo sapiens), P49798 | Transcreener GDP fluorescence polarization, RGS4-accelerated GTP hydrolysis | Potency, µM (series often up to 114 µM), for inactives: top-dose activity change, negative = inhibition, most hits filed as inhibitors | hit rate 0.039% among 390,000; note: % is set by controls: 0 for no effect and ±100 for the full control effect; nearly all actives have a fitted effect of over 75% in size; some results filed as inactive show a strong effect at the top dose
Target sequence (P49798 whole entry, looked up): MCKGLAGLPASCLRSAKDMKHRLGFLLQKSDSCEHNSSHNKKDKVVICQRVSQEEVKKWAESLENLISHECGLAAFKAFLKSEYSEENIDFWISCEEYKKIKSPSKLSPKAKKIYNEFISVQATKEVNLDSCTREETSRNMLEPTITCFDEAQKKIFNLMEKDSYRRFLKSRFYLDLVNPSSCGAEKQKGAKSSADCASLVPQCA
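MLSMR compounds (23 nl, pin-transferred) preincubated 10 min at room temperature with a 500nM (2x) first reagent, then RGS4 at 900nM (2x) plus Transcreener GDP mix added; fluorescence polarization (620/688 nm) read before and after 90 min at 30 °C.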
Active calls of the source: *; i = inactive; ? = inconclusive; · = no result given; & = joins results of further samples; [ ] = another dose, or the depositor's remark. Unless noted, calls come from the whole dose curve; as a rule, active = well fitted curve in the direction sought with a large enough effect; inconclusive = small, poorly fitted or top-dose-only effect, or another doubt; inactive = no such curve, though single readings can be large; an effect the other way counts as inactive or inconclusive. Potency is the fitted concentration of half-maximal effect. An excerpt; the hit share may differ from the screen's.

1) Cc1cc(C)n(-c2nc3c(c(=O)[nH]c(=O)n3C)n2C(C)C)n1
2) O=C(NCC1CCCO1)/C(=C\c1ccccc1F)NC(=O)c1ccccc1 (stereo not given)
3) CN(Cc1ccc(F)cc1)S(=O)(=O)c1nnc(NC(=O)c2ccccc2)s1
4) Cc1cccc(C)c1-n1c(C)cc(/C=N/NC(N)=S)c1C
5) CCN1C(=O)[C@H]2[C@@H](c3ccc(Cl)cc3)N3C(=O)CN(CCOC)C(=O)[C@@]3(C)[C@H]2C1=O
6) O=C(O)/C=C/C(=O)N1CCN(Cc2ccc3c(c2)OCO3)CC1

compound no. | 1 | 2 | 3 | 4 | 5 | 6
PGK inhibitor | 1% | 4% | -1% | 4% | 6% | -1%
JMJD2A Tudor inh | -6% | -4% | -12%&-11% | 50µM* | -7% | -14%
Pin1 inh | -10% | 0% | -3%&-1% | 13% | 0% | -2%
HP1b binding inh | 32% | 5% | 30%&12% | -63% | 56%[activator] | 14%
TrxR1 inh | -7% | 0%[57.1 µM] | 23%&27% | 6%[57.1 µM] | 1% | 17%
GLS inhibitor | -6% | 3% | -5%&5% | 25% | 4% | -4%
12-LOX inh | 286%[activator] | 0% | 7%&-16% | 0% | -6% | 1%
ERG-DNA inh | -7% | -1% | 4%&4% | 2% | -6% | 14%
RGS4 inh | 4% | -8% | 35%&-4% | ? | 17% | -13%

7) CN(CC(=O)Nc1sccc1C#N)C1CCCCC1
8) O=C(Cc1ccc(Cl)cc1)Nc1cccc(C(=O)Nc2ccccc2C(=O)O)c1
9) CCSC1=C(C#N)C2(CCCCC2)C(C#N)C(=O)N1 (stereo not given)
10) Cc1ccc(C(=O)C(C)OC(=O)CN2C(=O)NC3(CCCC3)C2=O)cc1C (stereo not given)
11) COc1ccc(N(CC(=O)NC2CCCC2)C(=O)CCC(=O)Nc2nc(C)cs2)cc1OC
12) CC(OC(=O)c1ccco1)C(=O)Nc1nc(-c2ccccc2)cs1 (stereo not given)

compound no. | 7 | 8 | 9 | 10 | 11 | 12
PGK inhibitor | -8% | -7% | -2% | i | -9% | -2%
JMJD2A Tudor inh | -8%[11.4 µM] | -9% | -13% | -3% | -12% | -27%
Pin1 inh | -9% | -2% | 8% | -2% | 10% | 5%
HP1b binding inh | -6% | 18% | 28% | 36% | -19% | -10%
TrxR1 inh | -11% | -3%[57.1 µM] | -12% | -1% | 2%[57.1 µM] | -34%
GLS inhibitor | 9% | 0% | 24% | -17% | -15% | -18%
12-LOX inh | -23% | -44% | -14% | ? | 20% | -20%
ERG-DNA inh | -10% | ? | -8% | 11% | 7% | -4%
RGS4 inh | -2%[11.4 µM] | -8% | 20% | -19% | -14% | -9%

13) COc1cccc2[nH]c(C(=O)NCCc3ccccc3)cc12
14) O=S(=O)(Nc1cc(Br)cc2cccnc12)c1ccccc1
15) CC(C)OC(=O)CC1C(=O)NCCN1C(=S)NC(=O)c1cccs1 (stereo not given)
16) CCSc1ncc(Cl)c(C(=O)Nc2nc3ccc(Cl)cc3s2)n1
17) Fc1ccc(CN(Cc2ccccc2)C(c2cccs2)c2nnnn2C2CCCCC2)cc1 (stereo not given)
18) Cc1ccc(N2CC(NS(=O)(=O)c3cc(F)ccc3F)CC2=O)cc1C (stereo not given)

compound no. | 13 | 14 | 15 | 16 | 17 | 18
PGK inhibitor | i | · | 4% | · | 4% | -10%
JMJD2A Tudor inh | -22% | -20% | -24% | 1% | 7% | -12%
Pin1 inh | -7% | 4% | 5% | -2% | 2% | 0%
HP1b binding inh | 32% | 9% | 24% | 53%[activator] | 68%[activator] | 8%
TrxR1 inh | 19% | 13%[0.457 µM] | ? | 6% | 17% | 9%
GLS inhibitor | -1% | · | 11% | 0% | 4% | 8%
12-LOX inh | 21% | · | -3% | -31% | 0% | -16%
ERG-DNA inh | 10% | · | -9% | -3% | -3% | -5%
RGS4 inh | 15% | 5% | 0% | -20% | -24% | 34%

19) CCOC(=O)N1CCC(NC(=O)CN(C)S(=O)(=O)c2cc3c(cc2Cl)NC(=O)CO3)CC1
20) Cc1cc(OCn2ccc(C(=O)O)n2)ccc1Cl
21) Cc1cccc(NC(=O)c2nc[nH]c2C(=O)N[C@@H](CC(C)C)C(=O)OC(C)(C)C)c1
22) O=C1Nc2ccccc2C(O)(C(=O)N2CCCCC2)N1c1ccccc1 (stereo not given)
23) CC1=C(C(=O)Nc2ccccc2C(=O)N2CCC(C)CC2)SCCO1
24) COc1cc(C=O)ccc1OCC(=O)NC(C)(C)C

compound no. | 19 | 20 | 21 | 22 | 23 | 24
PGK inhibitor | · | 1% | -2% | -8% | -5% | -4%
JMJD2A Tudor inh | 0% | -8% | -31% | ? | -17% | -13%
Pin1 inh | 6% | 1% | ? | 1% | 3% | -2%
HP1b binding inh | 36%[activator] | 30% | 8% | 17% | 17% | 27%
TrxR1 inh | 10% | 12% | 21% | 6%[57.1 µM] | 13% | -8%
GLS inhibitor | 2% | 8% | -1% | 4% | 1% | 0%
12-LOX inh | 10% | ? | ? | 0% | 13% | -4%
ERG-DNA inh | · | -9% | 8% | 1% | -7% | -9%
RGS4 inh | 3% | 0% | 3% | 28% | -12% | 2%

Part of the list above in order of length of the SMILES, falling.
21) Cc1cccc(NC(=O)c2nc[nH]c2C(=O)N[C@@H](CC(C)C)C(=O)OC(C)(C)C)c1
19) CCOC(=O)N1CCC(NC(=O)CN(C)S(=O)(=O)c2cc3c(cc2Cl)NC(=O)CO3)CC1
17) Fc1ccc(CN(Cc2ccccc2)C(c2cccs2)c2nnnn2C2CCCCC2)cc1 (stereo not given)
23) CC1=C(C(=O)Nc2ccccc2C(=O)N2CCC(C)CC2)SCCO1
16) CCSc1ncc(Cl)c(C(=O)Nc2nc3ccc(Cl)cc3s2)n1
24) COc1cc(C=O)ccc1OCC(=O)NC(C)(C)C
20) Cc1cc(OCn2ccc(C(=O)O)n2)ccc1Cl

compound no. | 21 | 19 | 17 | 23 | 16 | 24 | 20
PGK inhibitor | -2% | · | 4% | -5% | · | -4% | 1%
JMJD2A Tudor inh | -31% | 0% | 7% | -17% | 1% | -13% | -8%
Pin1 inh | ? | 6% | 2% | 3% | -2% | -2% | 1%
HP1b binding inh | 8% | 36%[activator] | 68%[activator] | 17% | 53%[activator] | 27% | 30%
TrxR1 inh | 21% | 10% | 17% | 13% | 6% | -8% | 12%
GLS inhibitor | -1% | 2% | 4% | 1% | 0% | 0% | 8%
12-LOX inh | ? | 10% | 0% | 13% | -31% | -4% | ?
ERG-DNA inh | 8% | · | -3% | -7% | -3% | -9% | -9%
RGS4 inh | 3% | 3% | -24% | -12% | -20% | 2% | 0%

(continued)
25) Cc1ccc(Cc2cnc(NC(=O)/C(C#N)=C/c3ccc(-c4ccc([N+](=O)[O-])cc4)o3)s2)cc1
26) Cc1cccc(NS(=O)(=O)c2ccc3c(c2)[C@H]2C=CC[C@H]2[C@@H](c2ccc(F)cc2)N3)c1
27) O=C(CN1C(=O)NC2(CCCC2)C1=O)N1CCc2ccccc2C1
28) Cc1ccccc1N1C(=O)CC(Nc2ccc3c(c2)OCO3)C1=O (stereo not given)
29) O=C(O)CC/C(=C\c1ccc2c(c1)OCO2)c1nc2ccccc2s1
30) Cc1ccc(CNC(=O)C2CCCN2C(=O)Nc2ccc(C)cc2)cc1 (stereo not given)
31) COc1cc(OC)cc(C(=O)Nc2cccc(NC(C)=O)c2)c1
32) Cc1nn(C(=O)c2nn(C)cc2Cl)c(C)c1Br

compound no. | 25 | 26 | 27 | 28 | 29 | 30 | 31 | 32
PGK inhibitor | -3% | -10% | 12% | i | -7% | -3% | -4%[11.5 µM] | 5%
JMJD2A Tudor inh | -1% | ? | 1% | -28% | 1% | -2% | -11% | 0%[57.1 µM]
Pin1 inh | 30%[activator] | 9% | 3% | 2% | 3% | -8% | -11% | -3%
HP1b binding inh | 32% | ? | 30% | 3% | 39% | 4% | 12% | 33%
TrxR1 inh | 6% | 3% | 13% | 22% | -3% | 14%[57.1 µM] | 12% | 12%
GLS inhibitor | 0% | 6% | -4% | 28% | -7% | 7% | 19% | 6%
12-LOX inh | 0% | ? | -16% | ? | 2% | 10% | 5% | 12%
ERG-DNA inh | -10% | 4% | -1% | 4% | 1% | 1% | · | -2%
RGS4 inh | 1% | -25% | 16% | 13%[11.4 µM] | -23% | -2% | 21% | -22%

Screens: PubChem BioAssay, National Center for Advancing Translational Sciences (NCATS)
